High-throughput results as filed in PubChem BioAssay.
STK33 kin inh: blocks human STK33 kinase activity. inhibition, % at 12.5 µM. ADP-Glo luminescence, MBP substrate. 27,000 compounds, 0.44% hits; in the data active means inhibition above about 20%; inconclusive means no clear call, values can overlap the other calls
Target sequence (Q9BYT3 whole entry, looked up): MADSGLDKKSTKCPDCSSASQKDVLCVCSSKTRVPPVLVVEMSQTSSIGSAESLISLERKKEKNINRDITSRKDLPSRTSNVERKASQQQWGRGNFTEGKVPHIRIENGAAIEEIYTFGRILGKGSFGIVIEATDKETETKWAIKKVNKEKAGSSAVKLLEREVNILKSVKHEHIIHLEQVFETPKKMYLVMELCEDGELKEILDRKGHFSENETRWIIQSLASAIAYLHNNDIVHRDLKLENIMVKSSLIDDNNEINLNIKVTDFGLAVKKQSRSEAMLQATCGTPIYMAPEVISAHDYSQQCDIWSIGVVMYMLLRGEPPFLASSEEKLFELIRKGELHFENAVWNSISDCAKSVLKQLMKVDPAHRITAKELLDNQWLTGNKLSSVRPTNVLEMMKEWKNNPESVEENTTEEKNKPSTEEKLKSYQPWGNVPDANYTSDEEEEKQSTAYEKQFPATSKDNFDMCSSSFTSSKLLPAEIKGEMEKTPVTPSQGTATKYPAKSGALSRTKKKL
p53 PUMA act: mutant p53 pathway reactivation. SW480 PUMA-promoter luciferase. activation, % at 9.98 µM. 28,000 compounds, 1.5% hits. AID 624151; in the data active means activation above about 52%; inconclusive means no clear call, values can overlap the other calls
* = called active by the depositor. Only part of the results is shown; count on the stated rates, not on these rows.

For C[C@@H]1CN([C@H](C)CO)S(=O)(=O)c2ccc(C#Cc3cccc(F)c3)cc2O[C@H]1CN(C)S(=O)(=O)c1ccccc1F the results were p53 PUMA act -5.
O=C1CC(c2nc3ccccc3n2CCCOc2ccccc2)CN1c1ccccc1 (centres undefined) was read as STK33 kin inh 5 and p53 PUMA act -5.
Screening CCCc1cc(=O)[nH]c(Nc2nc(C)c3cc(OC)ccc3n2)n1 returned STK33 kin inh -7 and p53 PUMA act 20.
Cc1cc(=O)n2[nH]c(NCc3cccc([N+](=O)[O-])c3)nc2n1 was read as STK33 kin inh -2 and p53 PUMA act -3.
Screening C[C@@H]1CN([C@@H](C)CO)S(=O)(=O)c2ccc(C3=CCCC3)cc2O[C@H]1CN(C)C(=O)c1ccccn1 returned p53 PUMA act -8.
C[C@H]1CN([C@@H](C)CO)C(=O)Cc2cc(NC(=O)NC3CCCCC3)ccc2O[C@H]1CN(C)C(=O)Nc1ccccc1 was read as STK33 kin inh -1 and p53 PUMA act 8.
C[C@@H]1CCCCO[C@H](CN(C)S(=O)(=O)c2ccccc2)[C@@H](C)CN([C@H](C)CO)C(=O)c2cc(NC(=O)CCC(F)(F)F)ccc2O1 was read as STK33 kin inh 1 and p53 PUMA act -1.
`COc1ccccc1N1CCN(CCCCN2C(=O)CCC2=O)CC1` gave STK33 kin inh -2 and p53 PUMA act -2.
`Cc1noc(C)c1NC(=O)N(C)C[C@@H]1Oc2ccc(NC(=O)Nc3cccc4ccccc34)cc2CC(=O)N([C@H](C)CO)C[C@@H]1C` gave STK33 kin inh 0.
Screening c1ccc2c(c1)nc1n2CN(C2CCCCC2)CN1 returned p53 PUMA act 8.
Screening CCCn1nnc(NC(=O)COc2ccc(C)cc2)n1 returned STK33 kin inh 0 and p53 PUMA act 1.
O=C1c2ccccc2C(=O)N1CCCc1nc(-c2ccncc2)no1 was read as STK33 kin inh 1 and p53 PUMA act 14.
COC(=O)c1sccc1NC(=O)COc1cccc(C)c1 was read as STK33 kin inh 1 and p53 PUMA act 11.
Screening Cc1noc(C)c1NC(=O)Nc1cccc2c1O[C@@H](CN(C)S(=O)(=O)c1cccs1)[C@@H](C)CN([C@H](C)CO)C2=O returned p53 PUMA act 5.
`CCOc1ccc2nc(SCC(=O)Nc3ccc(Cl)cc3)[nH]c2c1` gave STK33 kin inh -7 and p53 PUMA act 0.
O=C(Cn1c(C(F)(F)F)nc2ccccc21)NCc1ccco1 was read as STK33 kin inh -4 and p53 PUMA act 5.
CCn1c(SCC(=O)c2ccc(F)cc2)nnc1-c1cccnc1 was read as STK33 kin inh 0 and p53 PUMA act 11.
For CC(C)NC(=O)Nc1ccc2c(c1)C(=O)N([C@@H](C)CO)C[C@@H](C)[C@@H](CN(C)C(=O)Nc1ccccc1)OCCCC[C@@H](C)O2 the results were p53 PUMA act -15.
Screening Cc1noc(C)c1NC(=O)Nc1ccc2c(c1)CC(=O)N([C@@H](C)CO)C[C@H](C)[C@@H](CN(C)Cc1ccc(-c3ccccc3)cc1)O2 returned STK33 kin inh 0.
Screening C[C@H](CO)N1C[C@H](C)[C@H](CN(C)C)Oc2ccc(NC(=O)CCC(F)(F)F)cc2C1=O returned STK33 kin inh -2 and p53 PUMA act -1.
Screening COc1ccc(S(=O)(=O)Nc2ccc3c(c2)C(=O)N([C@H](C)CO)C[C@@H](C)[C@@H](CN(C)C(=O)Nc2ccc(F)cc2)O3)cc1 returned STK33 kin inh 0.
For C[C@@H]1CCCCO[C@@H](CN(C)C(=O)Cc2ccccc2)[C@H](C)CN([C@H](C)CO)C(=O)c2cc(NC(=O)Nc3ccccc3)ccc2O1 the results were p53 PUMA act -26.
C[C@@H]1CN([C@@H](C)CO)C(=O)c2cc(C#CC3CCCC3)cnc2O[C@H]1CN(C)Cc1ccncc1 was read as p53 PUMA act 7.
`CCOC(=O)c1c(NC(=O)c2nc3nc(C)cc(C(F)F)n3n2)sc2c1CCCC2` gave STK33 kin inh 2 and p53 PUMA act 6.
COc1ccccc1NC(=O)CSc1nc2cc3ccccc3cc2[nH]1 was read as STK33 kin inh 0 and p53 PUMA act -47.
For CC(C)NC(=O)N(C)C[C@H]1Oc2ccc(NC(=O)Cn3cnnn3)cc2CC(=O)N([C@@H](C)CO)C[C@@H]1C the results were STK33 kin inh 1.
COc1ccc2[nH]cc(CCNC(=O)Nc3ccc(Cl)c(Cl)c3)c2c1 was read as STK33 kin inh -1 and p53 PUMA act 9.
For Cc1noc(C)c1NC(=O)N(C)C[C@H]1Oc2ccc(NC(=O)Cc3ccccc3)cc2C(=O)N([C@H](C)CO)C[C@H]1C the results were p53 PUMA act 0.
Screening C[C@@H]1CN([C@@H](C)CO)C(=O)c2cc(NS(=O)(=O)c3cccs3)ccc2O[C@@H]1CN(C)S(=O)(=O)c1ccc(F)cc1 returned STK33 kin inh 3.
For CC(=O)NCCc1nc2cc(NC(=O)c3ccccc3)ccc2n1C the results were STK33 kin inh -6 and p53 PUMA act 17.
For C[C@@H]1CN([C@H](C)CO)C(=O)CCCn2cc(nn2)CO[C@@H]1CN(C)C(=O)Nc1ccc(-c2cccs2)cc1 the results were STK33 kin inh 2 and p53 PUMA act 16.
`CSc1ccccc1NC(=O)C(C)N(c1ccc(C)cc1)S(C)(=O)=O` (centres undefined) gave STK33 kin inh -2 and p53 PUMA act 3.
For COc1ccc(NC(=O)N(C)C[C@@H]2OCc3cnnn3CCCC(=O)N([C@@H](C)CO)C[C@@H]2C)c(OC)c1 the results were STK33 kin inh inconclusive.
Screening Cc1ccc(S(=O)(=O)N(C)C[C@H]2OCc3cn(nn3)CCCC(=O)N([C@H](C)CO)C[C@H]2C)cc1 returned STK33 kin inh 0.
C[C@@H]1CN([C@@H](C)CO)C(=O)c2cccc(NC(=O)c3nc4ccccc4s3)c2O[C@H]1CN(C)C(=O)NC1CCCCC1 was read as p53 PUMA act -2.
`Cc1c(NC(=O)CN(c2cc(Cl)ccc2Cl)S(C)(=O)=O)c(=O)n(-c2ccccc2)n1C` gave STK33 kin inh 4 and p53 PUMA act -3.
For N#Cc1ccccc1CSc1nnc(-c2ccccc2)n1-c1ccccc1 the results were STK33 kin inh 0 and p53 PUMA act 14.
`CC(=O)Nc1ccc(Br)cc1C(=O)OCc1cccc([N+](=O)[O-])c1` gave STK33 kin inh 4 and p53 PUMA act 15.
Screening C[C@H](NC(=O)C[C@H]1C[C@H]2c3cc(NS(=O)(=O)c4ccc(F)cc4)ccc3O[C@H]2[C@H](CO)O1)c1ccccc1 returned p53 PUMA act -8.
COC(=O)C1=CO[C@@H](O[C@@H]2O[C@H](CO)[C@@H](O)[C@H](O)[C@H]2O)[C@H]2[C@@H]1C=CC21C=C(C(C)O)C(=O)O1 (some centres undefined) was read as STK33 kin inh -5 and p53 PUMA act 7.
`COc1ccc(S(=O)(=O)Nc2ccc3c(c2)C(=O)N([C@H](C)CO)C[C@@H](C)[C@H](CN(C)C(=O)Nc2cccc4ccccc24)OCCCC[C@@H](C)O3)cc1` gave p53 PUMA act -63.
`O=C(NCc1cccnc1)C1CC(c2cccc(Br)c2)=NO1` (centres undefined) gave STK33 kin inh 1 and p53 PUMA act -7.
Cc1ccc(S(=O)(=O)N(C)CC(=O)Nc2ccc3ccccc3c2)cc1 was read as STK33 kin inh -7 and p53 PUMA act inconclusive.
Screening CNC[C@H]1Oc2ncc(C3=CCCCC3)cc2C(=O)N([C@@H](C)CO)C[C@H]1C returned p53 PUMA act -1.
Screening CC(C)CNc1nc(SCC(N)=O)nc(N2CCOCC2)n1 returned STK33 kin inh -1 and p53 PUMA act -7.
Screening COC(=O)c1cc(OC)c(OC)cc1NC(=O)COc1ccc(Br)c(C)c1 returned STK33 kin inh -1 and p53 PUMA act -1.
COc1ccc(C(=O)NC(=S)NCc2cccnc2)cc1[N+](=O)[O-] was read as STK33 kin inh -1 and p53 PUMA act -2.
Screening CCC(=O)OCC(=O)[C@@]1(OC(=O)CC)[C@@H](C)CC2C3CCC4=CC(=O)C=C[C@]4(C)C3(F)[C@@H](O)C[C@@]21C (some centres undefined) returned STK33 kin inh 1.
For CC(=O)Nc1ccccc1C(=O)OCc1cccc(C(=O)c2ccccc2)c1 the results were STK33 kin inh -1 and p53 PUMA act 94*.
COc1ccccc1C(=O)NCCNC(=O)c1ccco1 was read as STK33 kin inh -3 and p53 PUMA act 27.
For COc1ccc(Cl)cc1NC(=O)CSc1nc(N)cc(=O)[nH]1 the results were STK33 kin inh 9 and p53 PUMA act 6.
`C/C=C/c1ccc2c(c1)O[C@@H](CN(C)C(=O)c1cnccn1)[C@@H](C)CN([C@H](C)CO)S2(=O)=O` gave p53 PUMA act 10.
`C[C@@H]1CN([C@@H](C)CO)C(=O)c2cc(NC(=O)Cn3cnnn3)ccc2O[C@H]1CN(C)S(=O)(=O)c1cn(C)cn1` gave STK33 kin inh -1.
For N#Cc1c(NC(=O)CCN2C(=O)c3ccccc3C2=O)sc2c1CCCC2 the results were STK33 kin inh 1 and p53 PUMA act 6.
Screening COc1ccc(-c2noc(CSc3nnc(C)n3-c3ccccc3)n2)cc1 returned STK33 kin inh 1 and p53 PUMA act -12.
CC1OC(OCC2OC(Oc3c(-c4ccc(O)cc4)oc4cc(O)cc(O)c4c3=O)C(O)C(O)C2O)C(O)C(O)C1O (centres undefined) was read as STK33 kin inh 0 and p53 PUMA act 4.
`Cn1c(SCC(=O)n2c3c(c4ccccc42)CCCC3)nnc1-c1ccccc1` gave STK33 kin inh 10 and p53 PUMA act -1.
`Cc1noc(C)c1S(=O)(=O)Nc1ccc2c(c1)CC(=O)N([C@@H](C)CO)C[C@H](C)[C@H](CN(C)C(=O)Nc1ccccc1)O2` gave STK33 kin inh 1 and p53 PUMA act -9.
For CCc1cc2c(SCC(=O)c3ccc(C)cc3)ncnc2s1 the results were STK33 kin inh 0 and p53 PUMA act 65*.
`COc1ccc(S(=O)(=O)N(C)C[C@@H]2Oc3c(NC(=O)c4cnccn4)cccc3C(=O)N([C@@H](C)CO)C[C@H]2C)cc1` gave p53 PUMA act -6.

Sorted by SMILES length (lowest first): part of the list above.
COc1ccccc1C(=O)NCCNC(=O)c1ccco1 was read as STK33 kin inh -3 and p53 PUMA act 27.
For CCc1cc2c(SCC(=O)c3ccc(C)cc3)ncnc2s1 the results were STK33 kin inh 0 and p53 PUMA act 65*.
For COc1ccc(Cl)cc1NC(=O)CSc1nc(N)cc(=O)[nH]1 the results were STK33 kin inh 9 and p53 PUMA act 6.
Screening COc1ccc(-c2noc(CSc3nnc(C)n3-c3ccccc3)n2)cc1 returned STK33 kin inh 1 and p53 PUMA act -12.
For N#Cc1c(NC(=O)CCN2C(=O)c3ccccc3C2=O)sc2c1CCCC2 the results were STK33 kin inh 1 and p53 PUMA act 6.
Screening COC(=O)c1cc(OC)c(OC)cc1NC(=O)COc1ccc(Br)c(C)c1 returned STK33 kin inh -1 and p53 PUMA act -1.
`Cn1c(SCC(=O)n2c3c(c4ccccc42)CCCC3)nnc1-c1ccccc1` gave STK33 kin inh 10 and p53 PUMA act -1.
CC1OC(OCC2OC(Oc3c(-c4ccc(O)cc4)oc4cc(O)cc(O)c4c3=O)C(O)C(O)C2O)C(O)C(O)C1O (centres undefined) was read as STK33 kin inh 0 and p53 PUMA act 4.
`C/C=C/c1ccc2c(c1)O[C@@H](CN(C)C(=O)c1cnccn1)[C@@H](C)CN([C@H](C)CO)S2(=O)=O` gave p53 PUMA act 10.
`C[C@@H]1CN([C@@H](C)CO)C(=O)c2cc(NC(=O)Cn3cnnn3)ccc2O[C@H]1CN(C)S(=O)(=O)c1cn(C)cn1` gave STK33 kin inh -1.
`COc1ccc(S(=O)(=O)N(C)C[C@@H]2Oc3c(NC(=O)c4cnccn4)cccc3C(=O)N([C@@H](C)CO)C[C@H]2C)cc1` gave p53 PUMA act -6.
`Cc1noc(C)c1S(=O)(=O)Nc1ccc2c(c1)CC(=O)N([C@@H](C)CO)C[C@H](C)[C@H](CN(C)C(=O)Nc1ccccc1)O2` gave STK33 kin inh 1 and p53 PUMA act -9.

(more compounds)
Screening O=c1cc(-c2ccccc2)nc2cc(-c3ccccc3)[nH]n12 returned STK33 kin inh 10.
`C[C@H]1CN([C@@H](C)CO)C(=O)c2cc(N(C)C)ccc2O[C@H]1CN(C)CC1CCCCC1` gave STK33 kin inh 0.
For O=C(CC1NC2CCCCC2NC1=O)Nc1ccc(Cl)cc1 (centres undefined) the results were STK33 kin inh -3 and p53 PUMA act 9.
`C[C@H](CO)N1C[C@H](C)[C@@H](CN(C)Cc2cccc(C(=O)O)c2)OCc2cnnn2CCCC1=O` gave STK33 kin inh -1.
CN(Cc1nc(-c2ccccn2)no1)S(=O)(=O)c1ccc(Cl)cc1 was read as STK33 kin inh 9 and p53 PUMA act -12.
Screening C/C=C/c1ccc2c(c1)O[C@@H](CN(C)C(=O)Cc1ccncc1)[C@H](C)CN([C@H](C)CO)S2(=O)=O returned p53 PUMA act -2.
Screening O=c1c2c3c(sc2nc(SCc2nc4ccccc4[nH]2)n1-c1ccccc1)CCC3 returned STK33 kin inh -4 and p53 PUMA act -12.
S=C(NCc1ccco1)NCC1CCCO1 (centres undefined) was read as STK33 kin inh -1 and p53 PUMA act 11.
`C[C@@H]1CN([C@H](C)CO)C(=O)c2cccc(NS(C)(=O)=O)c2O[C@H]1CN(C)C` gave p53 PUMA act 3.
`C[C@@H]1CN([C@H](C)CO)C(=O)c2cccc(N(C)C)c2O[C@H]1CN(C)C(=O)Nc1ccc(C(F)(F)F)cc1` gave p53 PUMA act 1.
O=C1C[C@@H](c2ccc(O)c(O)c2)Oc2cc(O[C@@H]3O[C@H](CO)[C@@H](O)[C@H](O)[C@H]3O)cc(O)c21 was read as STK33 kin inh 1 and p53 PUMA act 4.
`C[C@H](CO)N1C[C@H](C)[C@H](CN(C)Cc2ccc3c(c2)OCO3)Oc2ncc(Br)cc2C1=O` gave STK33 kin inh -1 and p53 PUMA act -6.
Screening Cc1cc2oc(C(=O)Nc3nnc(SCc4ccccc4)s3)c(C)c2cc1C returned STK33 kin inh -4 and p53 PUMA act 28.
C=CC[C@@]12N=C(c3ccc(OCCCO)cc3)O[C@@H]1c1ccccc1CN(C(=O)c1ccccc1)C2=O was read as STK33 kin inh 9.
`O=C(CSc1nnc(-c2ccc(Cl)cc2Cl)o1)Nc1ccc([N+](=O)[O-])cc1` gave STK33 kin inh 1 and p53 PUMA act 17.
